Source: PubChem
GRK2 inh = human GRK2 inhibition via aptamer displacement | inhibition of aptamer binding, % at 10 µM | P25098 | bead flow cytometry, FAM-aptamer displacement from GRK2 | 330,000 tested, 0.59% active;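 active = inhibition of aptamer binding above 40%, roughly 3 SD of noise, on plates passing a quality check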;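 note: median bead fluorescence of bound FAM aptamer so fluorescent compounds give negative values; no value below 0 was filed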
Target sequence (P25098 whole entry, looked up): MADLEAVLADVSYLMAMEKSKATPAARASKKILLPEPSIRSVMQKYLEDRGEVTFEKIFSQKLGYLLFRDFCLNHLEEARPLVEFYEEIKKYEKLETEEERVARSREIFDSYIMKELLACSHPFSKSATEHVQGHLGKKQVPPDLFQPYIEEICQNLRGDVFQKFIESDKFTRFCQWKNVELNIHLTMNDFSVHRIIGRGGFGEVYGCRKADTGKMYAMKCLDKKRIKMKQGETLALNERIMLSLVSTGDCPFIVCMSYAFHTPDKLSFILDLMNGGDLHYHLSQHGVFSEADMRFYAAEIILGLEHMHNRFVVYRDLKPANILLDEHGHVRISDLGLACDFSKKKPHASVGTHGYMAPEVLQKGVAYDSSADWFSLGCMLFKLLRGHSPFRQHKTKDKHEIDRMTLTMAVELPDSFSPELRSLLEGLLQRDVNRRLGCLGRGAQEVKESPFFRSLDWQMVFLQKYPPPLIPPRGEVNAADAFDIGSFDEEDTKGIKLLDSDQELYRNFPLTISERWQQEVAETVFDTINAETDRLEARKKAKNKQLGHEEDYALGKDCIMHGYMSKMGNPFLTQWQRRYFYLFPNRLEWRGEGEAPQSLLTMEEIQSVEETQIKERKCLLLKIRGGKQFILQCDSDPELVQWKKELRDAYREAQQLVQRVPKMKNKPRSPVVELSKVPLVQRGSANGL
VLA-4 inh = inhibition in a human VLA-4 binding assay; P13612; VLA-4 expressing cells, ligand binding flow cytometry; inhibition, % (about 7 µM as worked out from the volumes in the protocol); 330,000 tested, 0.2% active; AID 2557; in the data active = inhibition above about 50%
RPL19A TOR yeast = modulators of TOR pathway RPL19A-GFP in S. cerevisiae; percent response vs DMSO, % at 10 µM; 330,000 tested, 0.3% active; S. cerevisiae RPL19A-GFP strain, flow cytometry, 3 h; hits give low values;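 active = percent response vs DMSO below 50%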;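 note: median channel GFP fluorescence of the barcoded RPL19A-GFP strain; ratio of sample median GFP to plate DMSO average so 100% = DMSO; lower means less RPL19A-GFP as with rapamycin TOR inhibition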
MEP2 TOR yeast = yeast TOR pathway MEP2-GFP modulation; S. cerevisiae MEP2-GFP strain, flow cytometry GFP, 3 h; 100% = DMSO control level; GFP response vs DMSO, % at 10 µM; 330,000 tested, 0.51% active;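 active = GFP response versus DMSO above a set limit, roughly screen mean plus 3 SD, cut at about 180% in these data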;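 note: median GFP fluorescence of the barcode-gated MEP2-GFP cells per well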
LAP4 TOR yeast = alters LAP4-GFP fluorescence in TOR pathway yeast screen; S. cerevisiae LAP4-GFP multiplex, flow cytometry GFP, 3 h; median GFP as percent of DMSO wells; GFP response vs DMSO, % at 10 µM; 320,000 tested, 0.34% active; AID 2023;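 active = GFP response vs DMSO above a set limit, about the screen mean plus 3 SD, cut at about 150% in these data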
CIT2 TOR yeast = alters CIT2-GFP fluorescence in TOR pathway yeast screen. GFP response vs DMSO, % at 10 µM. 320,000 tested, 0.065% active. AID 2029. S. cerevisiae CIT2-GFP strain, flow cytometry, 3 h; 100 means same as DMSO wells;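 active = GFP response relative to DMSO above a set limit, near the screen mean plus 3 SD, cut at about 150% in these data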;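 note: ratio of well median GFP fluorescence to mean of DMSO wells on the plate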
Yeast superoxide = yeast age-related superoxide inhibition as caloric restriction mimetic | AID 2690 | S. cerevisiae aged cells, superoxide DHE fluorescence; hits give low values | 330,000 tested, 0.18% active | superoxide response (% of plate mean), % at 10 µM;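 active = superoxide response under a set limit, about three screen SD below normal, cut at about 65% in these data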;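 note: yeast aged for seven days with compound at 30 °C before DHE staining; 100% = average MFI of all compound-treated wells on the plate with controls excluded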
AGP1-GFP MLPCN = alters AGP1-GFP fluorescence in TOR pathway yeast screen. S. cerevisiae AGP1-GFP multiplex flow cytometry, 3 h; GFP as percent of DMSO wells. GFP response vs DMSO, % at 10 µM. 320,000 tested, 0.02% active;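 active = GFP response relative to DMSO above a set limit, near screen average plus 3 SD, cut at about 150% in these data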;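 note: median GFP channel fluorescence of the gated AGP1 strain per well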
Starred values were filed as active, the others as inactive; . = no result given.

mol,GRK2 inh,VLA-4 inh,RPL19A TOR yeast,MEP2 TOR yeast,LAP4 TOR yeast,CIT2 TOR yeast,Yeast superoxide,AGP1-GFP MLPCN
CSc1cccc(NC(=O)CN2C(=O)c3ccccc3S2(=O)=O)c1,0.0,18.3,94.3,101.5,98.9,97.0,112.9,99.5
COc1ccc(C2C(O)C(c3c[nH]c4ccccc34)=NN2C(=O)CCl)cc1 (stereo unspecified),0.0,19.9,100.4,99.0,95.2,98.1,93.3,99.5
O=C1CC(SC(=Nc2ccccc2)Nc2ccccc2)C(=O)N1c1ccc(Cl)cc1 (stereo unspecified),3.0,26.5,98.2,96.7,94.7,90.3,111.2,93.4
O=C(Cc1cccs1)NCCn1ccc2ccccc21,5.0,-5.0,89.5,91.9,90.2,81.0,115.8,90.1
O=C(NCCN1CCOCC1)c1ccccc1N1C(=O)[C@@H]2Cc3c([nH]c4ccccc34)C(c3ccccc3)N2C1=O (stereo partly specified),4.0,-13.6,100.6,105.2,103.4,104.3,80.0,106.2
CC(C)CCNC(=O)C1CC2Cn3c(nc4cc(Cl)c(Cl)cc43)C2N1C (stereo unspecified),2.0,-7.5,102.0,88.8,106.4,111.0,88.7,93.5
COCc1nnc(NC(=O)c2ccc(NC(=O)C(C)C)cc2)s1,2.0,3.5,100.3,95.9,113.8,90.8,101.5,95.7
Cc1cc(C)c(C(=O)NC2CCCc3c2cnn3-c2ccc(C)c(C)c2)c(=O)[nH]1 (stereo unspecified),5.0,1.9,101.1,110.9,103.2,92.7,84.4,98.1
COc1ccc(C(=O)N/N=C(\C)CC(=O)Nc2ccc3c(c2)OCCO3)c(OC)c1,2.0,7.8,107.9,111.1,99.8,111.0,97.4,100.6
CNC(=O)NC(=O)CSc1nnc(-c2ccco2)n1-c1ccccc1,0.0,2.6,104.9,100.5,98.8,102.2,101.2,103.4
Cc1ccc(C)c(CN2CCC(CNC(=O)Nc3ccc(Cl)cc3)CC2)c1,0.0,21.4,105.1,105.9,87.8,90.8,103.1,91.7
CCN1CCN(c2ccc(NC(=O)COc3ccc([N+](=O)[O-])cc3)cc2)CC1,0.0,-1.0,105.7,101.8,89.4,.,111.6,103.9
COc1ccc(OCC(O)CNC(=O)Nc2ccc(C(C)(C)C)cc2)cc1 (stereo unspecified),38.0,8.4,100.8,105.1,101.6,103.5,115.7,105.0
CC1CCC(C(C)C)C(OC(=O)C[n+]2cc(-c3ccc(Cl)cc3)n3c2CCCCC3)C1 (stereo unspecified),0.0,-11.6,98.9,99.4,98.8,104.7,88.6,103.6
Cc1ccc[n+](CC(=O)Nc2c(Cl)cc(Cl)cc2Cl)c1,2.0,5.2,91.8,96.5,96.2,92.3,107.0,94.7

Reprinted from the part before: four compounds, then new ones.
mol,GRK2 inh,VLA-4 inh,RPL19A TOR yeast,MEP2 TOR yeast,LAP4 TOR yeast,CIT2 TOR yeast,Yeast superoxide,AGP1-GFP MLPCN
CCN1CCN(c2ccc(NC(=O)COc3ccc([N+](=O)[O-])cc3)cc2)CC1,0.0,-1.0,105.7,101.8,89.4,.,111.6,103.9
COc1ccc(OCC(O)CNC(=O)Nc2ccc(C(C)(C)C)cc2)cc1 (stereo unspecified),38.0,8.4,100.8,105.1,101.6,103.5,115.7,105.0
CC1CCC(C(C)C)C(OC(=O)C[n+]2cc(-c3ccc(Cl)cc3)n3c2CCCCC3)C1 (stereo unspecified),0.0,-11.6,98.9,99.4,98.8,104.7,88.6,103.6
Cc1ccc[n+](CC(=O)Nc2c(Cl)cc(Cl)cc2Cl)c1,2.0,5.2,91.8,96.5,96.2,92.3,107.0,94.7
Cc1ccc(/C=C/C(=O)Nc2nccs2)o1,1.0,4.8,99.5,102.1,96.7,111.9,72.0,105.5
CCOc1ccc(C(CC(=O)O)NC(=O)Cc2ccc(Cl)cc2)cc1 (stereo unspecified),0.0,26.4,101.5,101.5,95.5,98.4,104.3,96.2
COc1ccccc1C(OC(=O)c1cccs1)C(=O)NCC1CCCO1 (stereo unspecified),1.0,-1.1,97.1,105.3,100.7,102.7,102.9,91.8
O=C(Nc1cccc(S(=O)(=O)c2cccc(NC(=O)c3ccco3)c2)c1)c1ccco1,4.0,2.2,100.7,100.6,111.5,104.4,98.6,108.6
Cc1ccc(C(=O)Nc2ccccc2C(=O)NC2CCCCC2)cc1S(=O)(=O)N1CCOCC1,0.0,23.0,96.9,106.3,101.3,97.2,100.8,97.2
O=C(CN1CCCCC1)N1CCCc2ccccc21,1.0,-3.4,93.8,105.3,97.3,100.8,106.2,98.3
C[C@H](C[C@H](O)[C@H]1OC1(C)C)C1=C2C[C@H](O)C3[C@@]4(C)CCC(=O)C(C)(C)C4CC[C@]3(C)[C@@]2(C)CC1 (stereo partly specified),3.0,17.2,91.6,97.7,102.7,94.2,85.8,97.2
Cc1cc(C(F)(F)F)nn1CC(=O)NNC(=S)Nc1ccc(Cl)cc1,0.0,0.2,102.5,106.1,111.1,95.7,113.9,100.7
CN(C)S(=O)(=O)c1cccc(NC(=O)CN2C(=O)NC3(CCc4ccccc4C3)C2=O)c1 (stereo unspecified),2.0,20.9,109.6,104.5,98.0,99.9,107.1,102.2
CCc1ccc(NC(=O)c2cnc(SC)nc2C)cc1,0.0,3.1,108.2,112.5,89.9,101.0,94.2,92.5
Cc1ccc(-c2nnn(CC(=O)N(c3ccccc3)C(C(=O)NCC3CCCO3)c3ccc(Cl)cc3)n2)cc1 (stereo unspecified),0.0,-2.5,109.8,110.1,92.1,99.3,98.3,120.6
Cc1ccc(S(=O)(=O)NCCNc2ccc([N+](=O)[O-])cc2)cc1,1.0,3.3,97.8,92.5,92.0,94.8,96.1,95.4
C=CCN1C(=O)C(C)(C)Nc2ccccc21,3.0,0.4,102.7,102.4,98.4,110.3,89.9,105.6
CCC1CCCCN1C(=O)COC(=O)c1n[nH]c2ccccc12 (stereo unspecified),0.0,5.9,94.5,108.4,93.7,114.9,91.6,95.4
Cc1cc([N+](=O)[O-])nn1CC(=O)NC(C)c1ccccc1 (stereo unspecified),1.0,-4.3,102.1,102.1,88.9,101.1,96.6,95.8
O=C(CSc1nnnn1-c1ccc(F)cc1F)Nc1ccccc1F,3.0,1.4,93.1,100.7,82.0,89.2,100.3,85.0
O=C(Nc1nc2ccc(Cl)cc2s1)c1ccc(N2CCCCC2)c([N+](=O)[O-])c1,2.0,-1.6,96.7,101.1,95.8,105.0,104.8,98.3
O=C(CN1C(=O)COc2ccccc21)N1CCCc2ccccc21,4.0,8.0,99.9,110.3,98.1,103.5,111.4,100.6
CCCNC(=O)c1ccccc1NC(=O)C1COc2ccccc2O1 (stereo unspecified),3.0,-13.5,109.1,126.2,113.5,111.4,97.8,49.7
Cc1noc(C)c1COc1ccc(C(=O)N2CCN(c3ccccc3O)CC2)cc1,0.0,-7.8,108.0,123.8,119.9,102.5,70.9,109.7
CN(Cc1cccs1)C(=O)CNC(=O)c1ccco1,0.0,-6.5,85.9,90.9,88.4,91.1,114.3,94.1
C=CCn1c(=O)c(C(=O)NC(C)c2ccccc2)c(O)c2ccccc21 (stereo unspecified),0.0,11.0,105.1,106.4,100.0,105.2,102.1,106.8
CCCCOc1ccc(C(=O)NCC(=O)OCC(=O)N2CCN(S(=O)(=O)c3ccc(C)cc3C)CC2)cc1,0.0,1.3,103.2,110.2,101.8,104.8,109.9,110.7
CCC(=O)NC(=S)Nc1ccc(NC(=O)c2cccnc2)cc1,1.0,-0.2,97.8,99.8,111.9,103.0,97.2,105.8
Cc1cccc(N2CCN(C(=O)c3ccc(NC(=O)C4CCCO4)cc3)CC2C)c1 (stereo unspecified),1.0,21.0,97.1,100.5,96.8,101.6,92.7,106.6
CCCn1nnnc1NCc1ccccc1OCc1cccs1,0.0,42.9,97.8,102.9,101.3,101.5,91.8,102.6
Cc1cc2c(c(=O)n1C)C(C(C)C)C(C#N)=C(N)O2 (stereo unspecified),0.0,-9.2,87.1,92.4,91.4,85.1,100.9,88.2
CC1CC(Nc2ccccc2)c2ccccc2N1C(=O)c1ccncc1 (stereo unspecified),0.0,18.4,100.6,108.0,94.3,102.0,148.2,104.0
O=C(COc1cc(Cl)c(Cl)cc1Cl)Nc1cccc(O)c1,4.0,9.6,103.3,107.6,98.5,96.5,95.3,100.2
Cc1ccc(Cl)cc1N1CCN(C(=O)c2ccc(CS(=O)Cc3ccc(Cl)cc3)o2)CC1 (stereo unspecified),2.0,21.1,107.2,108.2,102.9,108.5,106.2,108.4
CNC(=O)CSc1nc2c(c(=O)n(C)c(=O)n2C)n1Cc1ccc(C)cc1,1.0,0.8,94.2,95.1,88.8,.,100.7,91.4
Cc1ccc(-c2nnn(CC(=O)N(Cc3ccccc3F)C(C(=O)NC3CCCC3)c3ccncc3)n2)o1 (stereo unspecified),2.0,-4.6,92.9,98.3,88.0,88.1,105.4,98.2
COC(=O)c1cc(C(=O)NC(C)(C)CC(C)(C)C)cc([N+](=O)[O-])c1,0.0,5.9,103.6,108.5,96.8,111.9,84.2,105.1
O=C(c1nc2ncccn2n1)N1CCc2ccccc2C1,0.0,6.6,95.5,102.1,95.8,98.5,95.9,98.6
O=C(CN1C2CCCC1CC(NC(=O)C1CCCCC1)C2)Nc1ccccc1 (stereo unspecified),0.0,15.5,100.5,105.5,96.5,103.2,107.6,104.8
Cc1ccccc1Cn1c(NC2CCCC2)nc2c1c(=O)[nH]c(=O)n2C,6.0,6.9,101.7,104.7,94.6,97.7,100.4,96.1
Cc1nn(-c2ccccc2)c(C)c1/C=N/NC(=O)c1cnccn1,0.0,-16.9,100.8,104.5,108.4,93.9,98.2,103.8
CC1(C)C(=O)N(c2ccccc2F)C(=O)c2ccccc21,0.0,8.4,92.1,111.9,83.7,83.5,83.8,87.2
COC(=O)c1ccc2c(=O)n(Cc3ccc(C(=O)NC(C)C)cc3)c(=S)[nH]c2c1,1.0,1.4,119.2,100.9,107.8,119.5,97.4,102.9
COc1ccc(Cn2c(CO)cnc2SCC(=O)Nc2cc(C)on2)cc1,4.0,26.5,99.2,99.8,102.4,100.4,82.7,99.9
CCc1nnc(NC(=O)c2ccc3ncsc3c2)s1,0.0,1.9,104.0,103.2,108.6,99.9,115.3,102.6
Cc1cc(O)c(C=Nc2ccc(Cl)cn2)c(=O)o1,19.0,7.1,108.4,103.9,92.4,97.3,110.7,102.7
O=C(Cc1ccc(Cl)cc1)Nc1ccc(Br)cn1,8.0,-39.9,70.8,187.2*,111.4,83.0,128.9,26.1
CC(=O)c1cccc(NC(=S)NC(=O)c2ccccc2Cl)c1,0.0,16.1,102.5,88.2,89.6,87.7,96.0,89.9
NC(=O)CN1CCN(c2nc(-c3ccc(F)cc3)cs2)CC1,0.0,-7.5,93.1,111.9,109.5,90.4,109.9,97.3
CN(CC1CCCO1)S(=O)(=O)c1ccc(C(=O)Nc2ccc(F)cc2)cc1 (stereo unspecified),0.0,-11.1,97.8,103.8,103.1,91.5,100.7,94.3
Nc1cc(=O)[nH]c(SCC(=O)N2CCCCC2)n1,0.0,5.3,97.2,98.3,98.0,103.5,98.0,101.0
O=c1oc2ccccc2cc1C1=Nn2c(nnc2-c2cccnc2)SC1,0.0,-27.8,100.8,102.1,96.1,104.0,93.0,100.1
Cc1nc(-c2c(-c3ccc(O)cc3O)noc2C(F)(F)F)cs1,0.0,16.5,96.2,97.7,96.0,94.0,102.9,97.5
